# Source: PubChem (several laboratories)
# ssDAF-12 act = S. stercoralis DAF-12 nuclear receptor activators, primary screen, cell-based, luminescence, HEK293, GRIP1 co-expression, lit1-tk-luc | HEK293 ssDAF-12/GRIP1 lit1-tk-luc reporter; % of 3 µM dafachronic acid response | activation, % at 6.8 µM | 370,000 compounds, 1% hits | AID 652126, 2013;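 active = activation above the mean over all tested compounds plus 3 SD, cut at about 0.9% in these data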;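 also: 0% = DMSO-only wells and 100% = 3 µM delta7-dafachronic acid wells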
# hgDAF-12 ag = H. glycines DAF-12 receptor agonists, primary screen, cell-based, luminescence, HEK293, GAL4 fusion, UAS-luciferase; HEK293 GAL4-hgDAF12 UAS-luciferase reporter, agonist luminescence; normalized to butyrate control; Nuclear hormone receptor DAF-12 (Heterodera glycines), GAL4 fusion; 370,000 compounds, 1.8% hits; activation, % at 6.8 µM;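 active = activation above a cutoff set at the mean of all screened compounds plus 3 SD, cut at about 10% in these data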;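 also: 0% = DMSO wells and 100% = sodium butyrate wells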
# DAX1 inh-1 = DAX1 (NR0B1) inhibitors on StAR promoter, primary screen, cell-based, luminescence, SF-1 (NR5A1), full-length DAX-1 | AID 652010, 2013 | inhibition, % at 6.8 µM | HEK293T StAR-luciferase reporter, SF-1/DAX-1 repression relief | 370,000 compounds, 1.1% hits;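 active = inhibition above the mean over all tested compounds plus 3 SD, cut at about 3.6% in these data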;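 also: 0% = DAX-1 cells with DMSO and 100% = cells lacking DAX-1 with DMSO; higher inhibition means more luminescence from relief of DAX-1 repression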
# SMARCA2 activ = SMARCA2 (BRM) function activators, primary screen, cell-based, luminescence, high throughput | 370,000 compounds, 1% hits | activation, % at 9.1 µM | MG213 cells, MMTV-luciferase reporter, dexamethasone, overnight; in the data active = activation above about 7.8%;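 also: 0% = vehicle wells and 100% = reference activator wells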
# DAX1 inh-2 = DAX1 (NR0B1) inhibitors, primary screen, cell-based, HEK293, Gal4-DAX1, luciferase luminescence. Nuclear receptor subfamily 0 group B member 1 (Homo sapiens), P51843. HEK293 Gal4-DAX1 luciferase reporter. inhibition, % at 6.75 µM. 340,000 compounds, 0.99% hits. AID 504766, 2011;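 active = inhibition above the mean over all tested compounds plus 3 SD, cut at about 4.2% in these data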;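 also: 0% = DAX1-transfected cells with DMSO and 100% = empty-vector control cells with DMSO; inhibition shows as a rise in luminescence from relieved DAX1 repression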
# GC-B act = human GC-B receptor activators, primary screen, HEK293 GC-B cells, cGMP TR-FRET, EC30 CNP. activation, % at 10 µM. 370,000 compounds, 0.11% hits. Atrial natriuretic peptide receptor 2 (Homo sapiens), P20594. 0% at EC30 CNP, 100% saturating CNP;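 active = activation at 10 µM reaching about 35% in either raw or pattern-adjusted values, limit read from the data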
# HGIII-sPLA2 inh = human group III sPLA2 inhibitors, primary screen, biochemical, QFRET, BODIPY PC-A2 liposome substrate; QFRET BODIPY PC-A2 liposome hydrolysis, fluorescence; inhibition, % at 12.2 µM; 370,000 compounds, 0.56% hits; AID 743126, 2013;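 active = inhibition above mean plus 3 SD of compounds lying within the high and low control bounds, cut at about 19% in these data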;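 also: 0% = median of test compound wells and 100% = no enzyme DMSO wells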
# Target sequence (Q9NZ20 whole entry, looked up): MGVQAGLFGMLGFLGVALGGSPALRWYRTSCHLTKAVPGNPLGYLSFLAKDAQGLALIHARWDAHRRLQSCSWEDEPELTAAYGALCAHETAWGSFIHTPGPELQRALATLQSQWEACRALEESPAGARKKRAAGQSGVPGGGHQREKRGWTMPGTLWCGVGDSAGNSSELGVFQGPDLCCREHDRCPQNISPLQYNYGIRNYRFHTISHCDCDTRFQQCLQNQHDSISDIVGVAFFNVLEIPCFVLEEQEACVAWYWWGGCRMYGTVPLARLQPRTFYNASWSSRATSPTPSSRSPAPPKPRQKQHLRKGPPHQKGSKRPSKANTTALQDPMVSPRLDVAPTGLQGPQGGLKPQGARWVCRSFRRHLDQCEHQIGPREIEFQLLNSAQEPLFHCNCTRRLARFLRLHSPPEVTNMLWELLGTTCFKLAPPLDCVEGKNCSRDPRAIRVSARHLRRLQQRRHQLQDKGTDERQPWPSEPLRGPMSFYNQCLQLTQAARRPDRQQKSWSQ
# ADAM10 inh = human ADAM10 inhibitors, primary screen, biochemical, QFRET, HTS; 370,000 compounds, 0.62% hits; inhibition, % at 7 µM; recombinant ADAM10, EDANS/DABCYL FRET peptide cleavage, 3 h; AID 720582, 2013; Disintegrin and metalloproteinase domain-containing protein 10 (Homo sapiens), O14672;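 active = inhibition above a per-campaign cutoff equal to the mean of compounds falling between control-based bounds plus 3 SD, cut at about 20% in these data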;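 also: 0% = DMSO wells while the 100% control is not disclosed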
# Target sequence (O14672 214-748 limits assumed): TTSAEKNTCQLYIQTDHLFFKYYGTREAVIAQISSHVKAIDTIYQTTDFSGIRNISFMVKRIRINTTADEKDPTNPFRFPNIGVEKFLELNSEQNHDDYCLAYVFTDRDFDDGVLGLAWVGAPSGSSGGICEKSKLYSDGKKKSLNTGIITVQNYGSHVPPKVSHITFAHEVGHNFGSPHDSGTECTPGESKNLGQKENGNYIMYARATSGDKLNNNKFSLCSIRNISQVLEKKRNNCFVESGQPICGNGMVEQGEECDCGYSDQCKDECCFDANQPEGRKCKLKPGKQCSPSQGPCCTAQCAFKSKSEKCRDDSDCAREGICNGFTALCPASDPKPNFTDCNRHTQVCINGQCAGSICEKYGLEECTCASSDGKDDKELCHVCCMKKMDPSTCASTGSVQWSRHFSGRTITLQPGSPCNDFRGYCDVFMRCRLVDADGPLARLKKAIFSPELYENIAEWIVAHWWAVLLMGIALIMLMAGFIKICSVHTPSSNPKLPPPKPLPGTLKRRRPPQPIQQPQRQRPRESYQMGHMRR
# NPR1 activator = GC-A stimulated cGMP production enhancers – HEK293 GC-A cells, cGMP TR-FRET, EC30 ANP, primary screen | activation, % at 10 µM | 0% at EC30 ANP, 100% saturating ANP | 370,000 compounds, 0.14% hits; in the data active = activation above about 40%
# GAA850 FXN act = FXN promoter activators, primary screen, cell-based, luciferase luminescence, HEK293 lucGAA850; HEK293 lucGAA850 FXN promoter luciferase reporter, 24 h; percent of 10 µM SAHA response; 360,000 compounds, 0.56% hits; activation, % at 6 µM;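 active = activation above the average of all compounds screened plus 3 SD, cutoff fixed separately per campaign, cut at about 7.5% in these data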;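 also: 0% = DMSO wells and 100% = 10 µM SAHA wells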
# hcDAF12 agonist = H. contortus DAF-12 nuclear receptor activators, primary screen, cell-based, luminescence, HEK293, lit1-tk-luc reporter | HEK293 hcDAF-12 lit1-tk-luc reporter; 0% DMSO, 100% Δ7-dafachronic acid | activation, % at 6.8 µM | 370,000 compounds, 1.4% hits;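 active = activation above the mean of all tested compounds plus 3 SD, cut at about 5.5% in these data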;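 also: 100% = response to 3 µM Δ7-dafachronic acid high control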
# * hit, by the source's call; nt = not tested or not shown. The order is random (roughly 6.6% active in at least one column).
Structure	ssDAF-12 act	hgDAF-12 ag	DAX1 inh-1	SMARCA2 activ	DAX1 inh-2	GC-B act	HGIII-sPLA2 inh	ADAM10 inh	NPR1 activator	GAA850 FXN act	hcDAF12 agonist
CCCc1cc(C(=O)N2CCCC(Cc3cccc(Cl)c3)(C(=O)OCC)C2)n(C)n1 (stereo unspecified)	-0.3	1.0	-0.3	-1	0.3	-5	-1	8	-11	2.5	-2.0
CCCOc1ccc(N2C(=O)CC(N(Cc3ccco3)C(=O)CCC(=O)O)C2=O)cc1 (stereo unspecified)	-1.7	-1.4	0.1	0	-0.5	2	1	-5	3	-0.8	-0.1
O=C(CN1CCOCC1)N1CCCc2c1c(=O)oc1ccc(OCc3ccccc3)cc21	-1.6	-0.6	-2.0	0	0.6	4	-16	-186	3	2.0	-1.1
O=C(NCCc1ccccc1)C(=O)NCC1CCCO1 (stereo unspecified)	-1.4	3.9	0.6	1	1.2	-7	12	-3	-4	0.9	-1.8
Cc1cccc(C(=O)Nc2ccc(O)c3c(=O)cc(-c4ccccc4Cl)oc23)c1	-1.2	0.5	-0.8	-1	1.4	1	-2	0	2	2.8	0.7
CCOC(=O)C1=C(COC(=O)c2c(OC)cccc2OC)NC(=O)NC1C (stereo unspecified)	-0.8	-2.6	-2.0	0	-2.5	3	8	-10	-2	0.4	-2.6
Cc1cc(C)cc(C(=O)NC(=S)Nc2ccc3[nH]c(=O)[nH]c3c2)c1	-0.4	-2.2	-0.1	2	-1.1	-8	19	-10	-5	0.3	-1.4
CC1=CSC2=NC(=O)/C(=C\c3cccn3-c3ccccc3)C(=N)N12	-1.6	-0.6	-0.9	-1	0.2	1	-2	-13	6	-1.9	-3.6
CCC(=O)NC1CCN(C(=S)NC)CC1	-0.8	6.0	0.5	1	-0.8	-4	2	3	2	0.4	0.2
CCN(CC(=O)NCc1cccs1)C(=O)c1cc(S(=O)(=O)NCc2ccccc2)ccc1C	-1.5	-1.6	-2.0	3	0.6	-2	-13	-4	-6	-1.1	2.0
Cc1cccc(C)c1NC(=O)COC(=O)CCc1c[nH]c2ccccc12	-1.1	2.4	0.0	-1	2.0	4	-68	-12	-6	1.5	0.4
CCS(=O)(=O)N1CCN(Cc2nc3ccccc3c(=O)[nH]2)CC1	-1.2	-0.2	-0.2	3	1.8	6	7	8	-1	1.6	-0.3

# Ordered by value in DAX1 inh-1 (low to high): some entries from above
Molecule | DAX1 inh-1
CC1=CSC2=NC(=O)/C(=C\c3cccn3-c3ccccc3)C(=N)N12 | -0.9
CCCc1cc(C(=O)N2CCCC(Cc3cccc(Cl)c3)(C(=O)OCC)C2)n(C)n1 (stereo unspecified) | -0.3
O=C(NCCc1ccccc1)C(=O)NCC1CCCO1 (stereo unspecified) | 0.6

# The list continues.
Structure	ssDAF-12 act	hgDAF-12 ag	DAX1 inh-1	SMARCA2 activ	DAX1 inh-2	GC-B act	HGIII-sPLA2 inh	ADAM10 inh	NPR1 activator	GAA850 FXN act	hcDAF12 agonist
CCOc1ccc(-c2c(C(=O)N/N=C/c3cccc(Br)c3)nnn2-c2nonc2N)cc1	-1.0	-1.5	-0.2	0	-0.9	9	-8	2	7	-2.9	-0.7
Cc1c(CC(=O)O)c(=O)oc2c(C)c(OCc3ccccc3Br)ccc12	-0.6	1.3	-0.2	-2	-1.1	-4	5	-11	2	1.1	-0.1
O=C(CSc1nnc(-c2ccccc2)o1)Nn1cnnc1	-1.1	0.2	-0.4	-2	2.6	-3	5	-1	2	-1.1	-1.2
COc1ccc(-n2nc(C(=O)NCC(=O)N(C)Cc3ccccc3)c3ccccc3c2=O)cc1	-1.0	2.1	-0.2	-1	-0.2	-9	0	2	1	-1.6	-2.9
CCNC(=O)C1CCCN(C(=O)c2ccc(-c3ccccc3)cc2)CC1 (stereo unspecified)	-1.6	-2.2	0.8	-2	nt	-2	-1	-1	0	-0.4	-2.2
CCOC(=O)/C(C#N)=C\C1=C(N2CCCC2)CC(C)(C)OC1	-1.0	-1.7	-0.5	-2	-0.8	-3	10	-37	2	-0.5	-0.7
CCCCCCCCC(=O)N1C(C)CCC1C (stereo unspecified)	-1.5	-0.3	-1.5	-2	3.4	4	11	-20	1	-2.2	0.3
COc1ccccc1C(=O)Nc1ccc(NC(=O)C2CCCCC2)nc1	-1.1	-1.2	-0.4	-1	-0.2	0	-1	1	-1	-0.5	-3.6
Cc1ccc2[nH]c(-c3cccc(F)c3)cc(=O)c2c1	0.5	1.5	1.9	3	2.0	-8	-5	-78	-2	0.6	4.8
Cc1ccc(NC(=O)C(C)NC(=O)OCc2ccccc2)cc1C (stereo unspecified)	-2.3	0.1	0.2	-3	-2.0	-6	5	-6	1	0.6	-2.5
Cc1[nH]c2ccc(C(=O)OCC(=O)NC3(C#N)CCCCC3)cc2c1C	-1.0	-3.2	-2.1	-2	-0.7	-3	-64	-1	-1	0.1	-1.2
COC(=O)c1ccc2nc(C3CCCCC3)c(Cc3ccc(OC)cc3C)n2c1	-1.2	-0.7	-0.7	-2	nt	-5	4	-13	2	nt	-0.1

# (further entries)
Structure	ssDAF-12 act	hgDAF-12 ag	DAX1 inh-1	SMARCA2 activ	DAX1 inh-2	GC-B act	HGIII-sPLA2 inh	ADAM10 inh	NPR1 activator	GAA850 FXN act	hcDAF12 agonist
CC(C)=NNc1nc2c(c(=O)[nH]c(=O)n2C)n1CCc1ccccc1	0.3	-4.7	0.5	2	nt	-5	5	-82	-2	1.3	1.0
O=C1N(CN2CCOCC2)c2ccccc2C12OCC(CCl)O2 (stereo unspecified)	-0.6	-2.5	0.1	-1	1.0	3	3	2	3	-0.9	0.8
Cc1cnc(NC(=O)c2cncc(Br)c2)s1	0.3	19*	2.2	5	3.2	0	6	8	-3	3.3	1.7
CCCc1ccc(-c2cc(N)n[nH]2)cc1	-0.7	2.9	0.4	1	1.0	2	-1	5	4	-0.4	1.3
COc1cccc(-n2c(CN3CCN(Cc4ccccc4)CC3)nc3ccc([N+](=O)[O-])cc3c2=O)c1	-1.4	-1.6	-1.6	12*	nt	-11	-11	12	1	nt	-1.2
Cc1cc(C)n(C(C)Sc2ccccc2)n1 (stereo unspecified)	-1.1	3.7	0.3	1	-1.2	10	7	0	2	-0.3	0.0
CCOC(=O)C1NN=C(C(=O)c2ccccc2)C1c1ccccc1 (stereo unspecified)	-1.5	-1.1	0.3	-1	-1.7	-2	0	-2	-1	0.2	-0.3
CCOc1ccc(C(=O)O/N=C(\N)c2ccccn2)cc1OCC	-0.3	12*	6.3*	7	1.4	-2	-1	-2	1	4.3	2.4
O=C1OC(Nc2ccc(F)cc2F)c2ccccc21 (stereo unspecified)	-1.4	0.9	0.1	0	1.6	5	2	-4	3	-0.9	-1.6
Cc1cc(OC(=O)c2c(F)cc(F)cc2F)nc(C)n1	-1.0	-0.3	0.1	1	0.1	0	0	-2	1	4.6	-0.5
CNC(=O)c1nc(C)c(C2(C)CC(c3cccc([N+](=O)[O-])c3)=NO2)s1 (stereo unspecified)	-1.3	-0.4	-0.7	0	0.0	6	2	6	5	-2.3	-1.3
CS(=O)(=O)N1CCN(S(=O)(=O)c2ccccc2[N+](=O)[O-])CC1	-1.1	-0.5	-0.6	-2	-1.2	-4	-6	3	5	2.6	-0.4

# (next part)
Structure	ssDAF-12 act	hgDAF-12 ag	DAX1 inh-1	SMARCA2 activ	DAX1 inh-2	GC-B act	HGIII-sPLA2 inh	ADAM10 inh	NPR1 activator	GAA850 FXN act	hcDAF12 agonist
COc1cc2[nH]c(=O)n(CCCCCC(=O)N3CCN(c4ccccn4)CC3)c(=O)c2cc1OC	-1.1	-2.1	-0.3	-2	0.3	-6	2	1	-3	-2.3	-1.4
CC1=NN(S(=O)(=O)c2ccc(Cl)cc2Cl)C(=O)c2ccccc2O1	-1.8	-2.0	-0.4	-2	-1.0	-6	-2	8	-3	2.3	-2.2
CCn1nnc(-c2ccccc2NS(=O)(=O)c2ccc(S(=O)(=O)N3CCCCCC3)cc2)n1	-1.1	-1.3	0.4	-3	-0.8	0	-4	-9	3	0.7	-2.4
CCOCCOC(=O)c1cccc(NC(=O)OCC)c1	-1.1	4.2	-0.9	4	-0.1	-3	-2	-3	3	0.1	-2.2
Cc1ccc(-n2c(CNc3ccc(F)cc3)nnc2SCC(=O)N2CCOCC2)cc1	-1.3	-0.1	0.3	1	-0.2	1	2	4	0	0.5	-2.0
CCc1oc2c(C)c(O)ccc2c(=O)c1-c1ccc2ccccc2n1	-2.1	-0.4	1.6	0	0.0	2	-7	5	-3	-1.2	-1.4
CCOC(=O)N1CCN(CC(=O)Nc2nc3ccc(OC)cc3s2)CC1	-0.4	-2.1	-0.4	3	0.2	-6	-4	-1	1	-0.5	-0.6
COCCSc1ccccc1C(=O)Nc1cc(C)cc(C)c1	-1.5	-3.5	0.1	-3	0.2	-5	-4	-9	-2	0.4	-0.7
O=C(Cn1nnc2ccccc2c1=O)N1CCOCC1	-0.3	0.3	-0.1	-1	-0.8	7	-2	0	0	2.2	-0.6
Brc1ccc(C2=Nn3c(Cn4nnc5ccccc54)nnc3SC2)cc1	-2.0	0.2	0.1	-3	nt	-17	-22	0	-11	-0.3	-0.7
Oc1ccc(Nc2ncnc3c2oc2ccccc23)cc1	0.3	-4.2	-0.5	3	-1.0	-1	5	-4	-4	12*	-0.7

# Two records drawn at random from those above:
Structure	ssDAF-12 act	hgDAF-12 ag	DAX1 inh-1	SMARCA2 activ	DAX1 inh-2	GC-B act	HGIII-sPLA2 inh	ADAM10 inh	NPR1 activator	GAA850 FXN act	hcDAF12 agonist
Oc1ccc(Nc2ncnc3c2oc2ccccc23)cc1	0.3	-4.2	-0.5	3	-1.0	-1	5	-4	-4	12*	-0.7
CCn1nnc(-c2ccccc2NS(=O)(=O)c2ccc(S(=O)(=O)N3CCCCCC3)cc2)n1	-1.1	-1.3	0.4	-3	-0.8	0	-4	-9	3	0.7	-2.4
